From PubChem
CYP2C19 inh = blocks human cytochrome P450 2C19 | 96,000 tested, 21% active | inhibition, % at 5 µM | AID 778 | P33261 | CYP2C19 Supersomes, luciferin-H EGE luminescence, 30 min;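 active means CYP2C19 inhibition above a set limit at 5 µM in the primary screen, cut at about 50% in these data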;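 further: plate controls were negative control wells for no effect and 2.5 mM tranylcypromine positive control for full effect; values of inactives mirror those of a sister screen read the other way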
Target sequence (P33261 whole entry, looked up): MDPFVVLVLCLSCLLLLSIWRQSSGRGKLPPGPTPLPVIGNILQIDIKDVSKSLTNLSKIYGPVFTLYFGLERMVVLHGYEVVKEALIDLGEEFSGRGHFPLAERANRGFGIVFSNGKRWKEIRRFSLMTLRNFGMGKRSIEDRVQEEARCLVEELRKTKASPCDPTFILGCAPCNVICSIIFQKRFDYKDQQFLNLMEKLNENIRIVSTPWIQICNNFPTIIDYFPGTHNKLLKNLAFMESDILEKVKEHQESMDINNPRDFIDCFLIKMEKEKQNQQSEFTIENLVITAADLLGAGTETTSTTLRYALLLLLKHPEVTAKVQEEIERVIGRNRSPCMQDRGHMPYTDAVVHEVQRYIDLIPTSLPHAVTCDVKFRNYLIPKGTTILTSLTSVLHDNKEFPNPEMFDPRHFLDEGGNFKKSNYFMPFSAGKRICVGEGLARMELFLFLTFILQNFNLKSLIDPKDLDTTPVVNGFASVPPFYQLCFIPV
Mac1 fbg inh = CD11b/CD18-fibrinogen binding inhibition; K562 CD11b/CD18 adhesion to fibrinogen, ATPlite luminescence; Mn2+ added to activate the integrin; AID 1497; inhibition, % at 10 µM; 93,000 tested, 0.54% active;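 active means primary inhibition of 50% or more at 10 µM, then 40% or more on retest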; further: some results filed as inactive read as strong as hits
CD11b adhes enh = enhancers of human CD11b/CD18 binding to fibrinogen. K562 CD11b/CD18 adhesion to fibrinogen, ATPlite luminescence. 93,000 tested, 0.07% active. activation, % at 10 µM;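 active means 10 µM primary screen giving 50% or more activity, confirmed by 40% or more on retest at that dose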; further: strong numbers were not always called active; reference of the scale not given here
CYP2C19 activ = cytochrome P450 2C19 (human) activation | recombinant CYP2C19, luciferin-H EGE luminescence; hits give high values; 0 = fully inhibited enzyme, 1 = untreated enzyme | activation factor at 5 µM | 96,000 tested, under 10 active | AID 1025;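 active means activation factor of at least 2 at 5 µM in the primary screen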;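 further: 0 = wells with 2.5 mM tranylcypromine and 1 = vehicle-only wells; values of inactives mirror those of a sister screen read the other way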
* = called active by the depositor; . = no result given. A portion of the library; rates above refer to the full screens.

Start of the listing, in advance, two compounds:
#1 Cc1ccc(C2=NCC(=O)N(CC(=O)N3CCCCC3)c3sc(C)c(C)c32)cc1
#2 CCOc1cc(/C=C2/C(=O)NC(=O)N(c3ccc(CC)cc3)C2=O)ccc1OC(=O)c1cccs1
assay / compound | 1 | 2
CYP2C19 inh | 11 | 59*
Mac1 fbg inh | . | .
CD11b adhes enh | . | .
CYP2C19 activ | 0.9 | 0.4

All compounds of this part, repeating the preview:
#1 Cc1ccc(C2=NCC(=O)N(CC(=O)N3CCCCC3)c3sc(C)c(C)c32)cc1
#2 CCOc1cc(/C=C2/C(=O)NC(=O)N(c3ccc(CC)cc3)C2=O)ccc1OC(=O)c1cccs1
#3 Cc1cccc(N2C(=O)NC(=O)/C(=C\c3cccn3-c3ccc(Cl)cc3)C2=O)c1
#4 CCC12C=CCN3CCC4(c5cc(Br)c(OC)cc5N(C)C4C(O)(C(=O)OC)C1OC(C)=O)C32 (stereo not given)
#5 O=C(Nc1cccc2ccccc12)c1nn(C23CC4CC(CC(C4)C2)C3)cc1Br
#6 Cc1ccc(C(c2nnnn2Cc2ccccc2)N2CC=C(c3ccc(F)cc3)CC2)cc1 (stereo not given)
#7 CC(=O)OC1N=C(c2ccccc2)c2cc(Br)ccc2N(C)C1=O (stereo not given)
#8 NC1=Nc2ccccc2Oc2ccccc21
#9 CCC(=O)N1N=C2C3CCN(CC3)C2C1c1ccccc1 (stereo not given)
#10 CCCCCCCSc1cc(OC)c(CCN(C)C)cc1OC
assay / compound | 1 | 2 | 3 | 4 | 5 | 6 | 7 | 8 | 9 | 10
CYP2C19 inh | 11 | 59* | -4 | 24 | 36 | 70* | -4 | -2 | -1 | 67*
Mac1 fbg inh | . | . | . | . | . | . | . | . | . | .
CD11b adhes enh | . | . | . | . | . | . | . | . | . | .
CYP2C19 activ | 0.9 | 0.4 | 1 | 0.8 | 0.6 | 0.3 | 1 | 1 | 1 | 0.3

#11 CCn1c(O)c(C(c2ccccn2)c2c(O)n(CC)c(=S)[nH]c2=O)c(=O)[nH]c1=S
#12 CC(C)CC(=O)NC(Oc1ccc(Cl)cc1)C(Cl)(Cl)Cl (stereo not given)
#13 O=C(Nc1ccc(C(F)(F)F)cc1)c1cccn(Cc2ccc3c(c2)OC(F)(F)O3)c1=O
#14 O=P(Nc1ccccc1)(Nc1ccccc1)Oc1cccc(Cl)c1
#15 CC(NCc1ccccc1Cl)C(O)c1ccccc1 (stereo not given)
#16 CCCCN1C(=O)/C(=C\c2ccco2)C(=O)N(CCc2ccccc2)C1=O
#17 Cn1c(O)c(C(=N)COc2ccccc2)c(=O)n(C)c1=O
#18 Cc1cc(N(CCCl)CCCl)ccc1/C=N/NC(=O)c1ccco1
#19 Cc1ccc(N2C(=O)NC(=O)/C(=C\c3ccsc3)C2=O)cc1C
#20 O=C(N/N=C/c1c(O)n(C2CC2)c(=S)[nH]c1=O)c1ccccc1O
assay / compound | 11 | 12 | 13 | 14 | 15 | 16 | 17 | 18 | 19 | 20
CYP2C19 inh | -3 | 82* | -18 | 47 | 96* | 15 | 4 | 44 | . | .
Mac1 fbg inh | . | . | . | . | . | . | . | . | -4 | -18
CD11b adhes enh | . | . | . | . | . | . | . | . | 0 | -6
CYP2C19 activ | 1 | 0.2 | 1.2 | 0.5 | 0 | 0.9 | 1 | 0.6 | . | .

#21 Cc1ccccc1N1C(=O)NC(=O)/C(=C\c2cc(Br)c(N3CCOCC3)o2)C1=O
#22 CCN(CC)CCN1Cc2ccccc2C1=N
#23 Cc1cc(C=C2C(=O)NC(=O)NC2=O)c(C)n1-c1ccc2c(c1)OCO2
#24 C/C(=N\Nc1ccccc1)c1c(O)n(C)c(=O)n(C)c1=O
#25 CCCCN1C(=O)/C(=C/c2ccc(N3CCCCCC3)cc2)C(=O)NC1=S
#26 c1ccc(CCNCc2ccccc2)cc1
#27 O=C(CNC(=O)OCc1ccccc1)Nc1ccc(Br)cc1C(=O)c1ccccc1Cl
#28 O=c1c(/C=N/N2CCOCC2)c(O)n(-c2ccccc2)c(=S)n1-c1ccccc1
#29 CN1CCN(c2ccc(S(=O)(=O)C(F)(F)F)cc2[N+](=O)[O-])CC1
#30 O=c1c(C=Nc2cccnc2Cl)c(O)n(CCCCl)c(=O)n1C1CCCCC1
assay / compound | 21 | 22 | 23 | 24 | 25 | 26 | 27 | 28 | 29 | 30
CYP2C19 inh | . | . | . | . | . | . | . | . | . | .
Mac1 fbg inh | 8 | 2 | -15 | -17 | -6 | 4 | 8 | 33 | 0 | -10
CD11b adhes enh | 0 | 6 | -1 | 4 | 88 | 3 | 7 | 2 | -4 | 4
CYP2C19 activ | . | . | . | . | . | . | . | . | . | .

Results in Mac1 fbg inh (four entries from above):
| entry | SMILES | Mac1 fbg inh |
| --- | --- | --- |
| 28 | O=c1c(/C=N/N2CCOCC2)c(O)n(-c2ccccc2)c(=S)n1-c1ccccc1 | 33 |
| 30 | O=c1c(C=Nc2cccnc2Cl)c(O)n(CCCCl)c(=O)n1C1CCCCC1 | -10 |
| 22 | CCN(CC)CCN1Cc2ccccc2C1=N | 2 |
| 25 | CCCCN1C(=O)/C(=C/c2ccc(N3CCCCCC3)cc2)C(=O)NC1=S | -6 |

Other results.
#31 Cc1cccc(N2C(=O)NC(=O)/C(=C\c3cc(C)n(-c4sc5c(c4C#N)CCCC5)c3C)C2=O)c1C
#32 O=C(CN1CCCCC1)c1cccc(Br)c1
#33 COc1ccc(C)cc1NC(=O)c1c(C)nn(Cc2ccccc2)c1Cl
#34 Cc1cccc(N2C(=O)NC(=O)/C(=C\c3cnc(-c4ccccc4)nc3)C2=O)c1
#35 O=C(c1cc([N+](=O)[O-])ccc1N1CCNCC1)N1CCOCC1
#36 Cc1cc(/C=C2\C(=O)NC(=O)N(c3ccc(Cl)cc3)C2=O)c(C)n1-c1sc2c(c1C#N)CCCC2
#37 COc1ccc(CC(=O)Nc2ccc3c(C(F)(F)F)cc(=O)oc3c2)cc1OC
#38 N=C1c2ccccc2CN1CC(=O)c1ccccc1
#39 CC(C)c1ccc(-n2c(O)c(/C=N/NC(=O)c3ccncc3)c(=O)[nH]c2=O)cc1
#40 O=[N+]([O-])c1ccc(C2[C@H]3C(c4ccccc4)=NC4(CCCC4)N23)cc1 (stereo not given in full)
assay / compound | 31 | 32 | 33 | 34 | 35 | 36 | 37 | 38 | 39 | 40
CYP2C19 inh | . | . | . | . | . | . | . | . | . | .
Mac1 fbg inh | 17 | -4 | 6 | 31 | -4 | 16 | -1 | -7 | 7 | 2
CD11b adhes enh | 0 | 1 | 6 | -5 | -6 | 72 | 0 | 0 | 0 | -5
CYP2C19 activ | . | . | . | . | . | . | . | . | . | .

#41 COc1ccc(CCn2c(O)c(/C=N/NC(=O)c3ccncc3)c(=O)[nH]c2=O)cc1OC
#42 CCc1cccc(C)c1NC(=S)N1CC2CC(C1)c1cccc(=O)n1C2 (stereo not given)
#43 C=CCN1C(=O)/C(=C/c2cccs2)C(=O)NC1=S
#44 COC1=CCC2([N+](=O)[O-])CN(C)CC1([N+](=O)[O-])C2 (stereo not given)
#45 CCCc1nc2ccc(Br)cc2c(=O)n1-c1ccc([N+](=O)[O-])c(C(F)(F)F)c1
#46 CCOP(=O)(OCC)C(NC(=O)c1cccc2ccccc12)C(Cl)(Cl)Cl (stereo not given)
#47 CCc1ccc(NC(=O)C(C)OC(=O)c2c(C)nn(Cc3ccccc3)c2Cl)cc1 (stereo not given)
#48 NNC(=O)c1ccc(Cl)cc1
#49 COc1cc2c(cc1OC)CN(c1ccc([N+](=O)[O-])c(C(F)(F)F)c1)CC2
#50 CCOc1ccc(N2C(=O)NC(=O)/C(=C\c3ccc(N4CCCCC4)o3)C2=O)cc1
assay / compound | 41 | 42 | 43 | 44 | 45 | 46 | 47 | 48 | 49 | 50
CYP2C19 inh | . | . | . | . | . | . | . | . | . | .
Mac1 fbg inh | -3 | 2 | 25 | 23 | 35 | 15 | -6 | -4 | 65 | 12
CD11b adhes enh | 1 | -3 | -4 | 3 | -3 | 1 | 4 | -1 | -2 | 0
CYP2C19 activ | . | . | . | . | . | . | . | . | . | .

#51 COc1ccc(Cn2c(O)c(/C=N/NC(=O)c3ccccc3O)c(=O)[nH]c2=O)cc1
#52 O=C(N/N=C/c1c(O)n(CCC2=CCCCC2)c(=O)[nH]c1=O)c1ccccc1
#53 CC/C(=N\N1CCCCCC1)c1c(O)n(-c2ccc(C)cc2)c(=O)[nH]c1=O
#54 COc1cccc(N2C(=O)NC(=O)/C(=C/c3ccc4c5c(cccc35)CC4)C2=O)c1
#55 COc1ccc(/C=C/C(=O)c2c(O)n(CCC3=CCCCC3)c(=O)[nH]c2=O)cc1
#56 Cc1cc(C)cc(N2C(=O)NC(=O)/C(=C/c3cccn3-c3ccc(Cl)cc3)C2=O)c1
#57 Cn1cc(C(=O)Cc2ccccc2)c2ccccc21
#58 Cc1ccc(N2C(=O)NC(=O)/C(=C/C=C/c3ccco3)C2=O)cc1
#59 Cc1ccc(C(=O)N/C(=C\Cl)P(=O)(c2ccccc2)c2ccccc2)cc1
#60 Cc1ccc2c(c1)=C/C(=C\c1c(O)[nH]c(=O)[nH]c1=O)C(=O)N=2
#61 Cn1c(O)c(N=Nc2ccc(S(=O)(=O)N3CCOCC3)cc2)c(=O)n(C)c1=O
#62 CCCCC(=O)N/N=C/c1c(O)n(Cc2ccco2)c(=O)[nH]c1=O
assay / compound | 51 | 52 | 53 | 54 | 55 | 56 | 57 | 58 | 59 | 60 | 61 | 62
CYP2C19 inh | . | . | . | . | . | . | . | . | . | . | . | .
Mac1 fbg inh | 16 | 11 | 1 | 25 | 24 | 0 | 7 | 2 | -8 | -2 | 8 | 4
CD11b adhes enh | -1 | -1 | -1 | 1 | -2 | 60 | 1 | -5 | 5 | 4 | -2 | -4
CYP2C19 activ | . | . | . | . | . | . | . | . | . | . | . | .

4 entries from above, with bars between the fields:
no. | SMILES | CYP2C19 inh | Mac1 fbg inh | CD11b adhes enh | CYP2C19 activ
58 | Cc1ccc(N2C(=O)NC(=O)/C(=C/C=C/c3ccco3)C2=O)cc1 | . | 2 | -5 | .
60 | Cc1ccc2c(c1)=C/C(=C\c1c(O)[nH]c(=O)[nH]c1=O)C(=O)N=2 | . | -2 | 4 | .
56 | Cc1cc(C)cc(N2C(=O)NC(=O)/C(=C/c3cccn3-c3ccc(Cl)cc3)C2=O)c1 | . | 0 | 60 | .
62 | CCCCC(=O)N/N=C/c1c(O)n(Cc2ccco2)c(=O)[nH]c1=O | . | 4 | -4 | .

Full records as entered above:
Profile of CC/C(=N\N1CCCCCC1)c1c(O)n(-c2ccc(C)cc2)c(=O)[nH]c1=O → CYP2C19 inh = .; Mac1 fbg inh = 1; CD11b adhes enh = -1; CYP2C19 activ = .
Profile of Cc1ccc2c(c1)=C/C(=C\c1c(O)[nH]c(=O)[nH]c1=O)C(=O)N=2 → CYP2C19 inh = .; Mac1 fbg inh = -2; CD11b adhes enh = 4; CYP2C19 activ = .
